# GRP78 ERSR act = inducers of ER stress response in human glioma cells | U87-MG GRP78 promoter luciferase reporter, 16 h | Potency, µM, for inactives: at the top dose activation, hits mostly activators | hit rate 0.02% among 420,000; note: potency is the fitted concentration of half-maximal effect; series mostly up to about 76 µM; % of control where 0% means no effect; nearly all actives have a fitted effect of over 35% in size
#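 Stably transfected U87-MG glioma cells carrying a GRP78-based luciferase sensor; 16 h compound incubation. Luminescence end-point read 10 min after Bright-Glo addition at room temperature.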
# Pol kappa inh = inhibitors of human DNA polymerase kappa; Potency, µM (top dose mostly 107 µM), inactives show top-dose activity, negative = inhibition, most hits filed as inhibitors; purified Pol kappa, fluorescent DNA synthesis assay, 10 min; Q9UBT6; hit rate 0.53% among 400,000; note: potency is the fitted concentration of half-maximal effect; % is set by controls: 0 for no effect and ±100 for the full control effect
#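 10 nM Pol kappa preincubated 15 min at room temperature with compounds, then reaction started with substrate at 50 nM final. Fluorescence read kinetically at 0 and 10 min; buffer-only wells served as negative control.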
# BLM helicase inh = inhibitors of human Bloom syndrome helicase BLM. P54132. recombinant BLM DNA unwinding, fluorescence dequenching. Potency, µM (series often up to 56.1 µM), for the others: at the top dose activity change, negative = inhibition, hits mostly inhibitors. hit rate 0.2% among 350,000. AID 2528;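 note: potency is the fitted concentration of half-maximal effect; plate controls were vehicle for no effect and no enzyme for full effect; nearly all actives have a fitted effect of over 35% in size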
# Target sequence (P54132 whole entry, looked up): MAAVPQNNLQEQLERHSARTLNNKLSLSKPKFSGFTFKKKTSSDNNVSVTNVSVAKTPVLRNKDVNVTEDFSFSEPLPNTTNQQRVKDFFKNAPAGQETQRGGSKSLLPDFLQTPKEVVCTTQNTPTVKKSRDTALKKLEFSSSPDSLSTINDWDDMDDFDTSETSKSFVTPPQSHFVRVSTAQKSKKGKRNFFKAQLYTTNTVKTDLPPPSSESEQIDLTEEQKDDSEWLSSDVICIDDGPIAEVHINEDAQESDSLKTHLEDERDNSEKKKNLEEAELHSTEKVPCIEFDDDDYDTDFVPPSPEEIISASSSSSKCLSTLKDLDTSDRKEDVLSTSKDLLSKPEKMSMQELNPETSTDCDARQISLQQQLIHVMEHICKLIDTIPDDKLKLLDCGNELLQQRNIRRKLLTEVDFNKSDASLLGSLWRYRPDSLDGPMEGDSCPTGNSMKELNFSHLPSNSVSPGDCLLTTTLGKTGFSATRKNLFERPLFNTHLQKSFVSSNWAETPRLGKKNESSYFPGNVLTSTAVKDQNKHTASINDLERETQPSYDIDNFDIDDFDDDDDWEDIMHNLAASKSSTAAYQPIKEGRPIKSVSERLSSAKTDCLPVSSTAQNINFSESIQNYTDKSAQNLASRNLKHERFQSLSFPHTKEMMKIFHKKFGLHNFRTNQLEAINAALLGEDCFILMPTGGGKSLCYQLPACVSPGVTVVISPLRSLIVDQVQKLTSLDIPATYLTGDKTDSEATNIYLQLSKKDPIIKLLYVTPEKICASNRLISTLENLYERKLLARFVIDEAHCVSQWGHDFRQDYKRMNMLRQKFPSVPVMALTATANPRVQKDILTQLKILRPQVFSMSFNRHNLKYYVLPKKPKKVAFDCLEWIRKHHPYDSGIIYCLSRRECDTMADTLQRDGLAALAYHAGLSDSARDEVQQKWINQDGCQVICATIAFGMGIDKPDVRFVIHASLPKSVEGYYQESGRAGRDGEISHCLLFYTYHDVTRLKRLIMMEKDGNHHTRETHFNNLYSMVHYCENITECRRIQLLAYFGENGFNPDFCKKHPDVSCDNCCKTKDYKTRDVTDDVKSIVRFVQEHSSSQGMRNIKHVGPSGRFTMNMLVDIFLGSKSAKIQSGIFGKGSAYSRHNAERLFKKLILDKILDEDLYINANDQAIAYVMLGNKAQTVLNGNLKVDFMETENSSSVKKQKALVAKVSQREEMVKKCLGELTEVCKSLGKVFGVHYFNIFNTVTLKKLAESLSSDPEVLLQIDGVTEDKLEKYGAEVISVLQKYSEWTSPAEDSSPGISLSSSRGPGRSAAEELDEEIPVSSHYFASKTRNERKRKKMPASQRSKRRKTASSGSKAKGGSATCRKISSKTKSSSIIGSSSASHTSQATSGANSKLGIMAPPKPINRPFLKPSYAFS
# Pol beta inh = inhibitors of human DNA polymerase beta; P06746; Pol beta primer extension/strand displacement, fluorescence kinetic; Potency, µM (series often up to 114 µM), for inactives: at the highest dose activity change, negative = inhibition, actives largely listed as inhibitors; hit rate 1.3% among 340,000; AID 485314; note: potency is the fitted concentration of half-maximal effect; % is set by controls: 0 for no effect and ±100 for the full control effect
#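 Values derive from four-parameter Hill fits of normalized kinetic data: reads at 0 and 10 min following addition of 50 nM substrate to 10 nM Pol beta preincubated 15 min with compound.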
# POLI inh = DNA polymerase iota (human) inhibition; Potency, µM (doses to about 115 µM), for inactives: at the highest dose activity, negative = inhibition, actives largely listed as inhibitors; hit rate 1% among 390,000; Q9UNA4; Pol iota fluorescent replication assay, 10 min; note: potency is the fitted concentration of half-maximal effect
#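 Fluorescent replication assay read twice, at 0 min and 10 min after adding 50 nM (final) substrate. Enzyme (10 nM) and compounds were first incubated 15 min at room temperature; enzyme-free buffer wells were negative controls.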
# APE1 inh = APE1 (human) endonuclease inhibition. P27695. recombinant APE1, TAMRA/BHQ-2 abasic DNA cleavage fluorescence. Potency, µM (doses to about 65.8 µM), without a hit: top-dose activity change, negative = inhibition, hits mostly inhibitors. hit rate 0.35% among 350,000;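 note: potency is the fitted concentration of half-maximal effect; plate controls were vehicle for no effect and reference inhibitor for full effect; nearly all actives have a fitted effect of over 55% in size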
#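 APE1 at 0.75 nM preincubated 15 min at room temperature with compound. Reaction then started with 50 nM double-stranded THF-abasic substrate labelled with TAMRA/BHQ-2, and 525/598 nm fluorescence read kinetically. Activity taken as third-minus-first read difference, normalized to DMSO and NSC13755 controls.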
# POLH inh = inhibitors of human DNA polymerase eta. Q9Y253. recombinant Pol eta, fluorescent DNA replication assay. Potency, µM (top dose mostly 114 µM), for inactives: at the top dose activity change, negative = inhibition, most hits filed as inhibitors. hit rate 1.2% among 390,000. AID 588591; note: potency is the fitted concentration of half-maximal effect; % is set by controls: 0 for no effect and ±100 for the full control effect
#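 Pol eta (10 nM) was preincubated with compounds for 15 min at room temperature, after which fluorescent replication substrate (50 nM final) was added to start the reaction. Fluorescence was read kinetically at 0 and 10 min.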
# Apoferritin bind = binds horse apoferritin like a general anesthetic. P02791. apoferritin/1-aminoanthracene competitive binding, fluorescence. Potency, µM (top dose mostly 77.5 µM), inactives show at the highest dose activity change, negative = displacement, actives largely listed as inhibitors. hit rate 0.074% among 350,000. AID 485281; note: potency is the fitted concentration of half-maximal effect; % is set by controls: 0 for no effect and ±100 for the full control effect; nearly all actives have a fitted effect of over 20% in size
#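 Concentration-response curves derived by four-parameter Hill fitting of normalized fluorescence, where compounds displaced 1-AMA from 10 uM horse apoferritin following a brief 10 min room-temperature incubation; propofol titration acted as positive control.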
# LDHA inh = LDHA (human) enzyme inhibition. hit rate 0.15% among 480,000. purified LDHA, NADH/diaphorase-resazurin fluorescence; stronger effect = lower value. AID 1347041. activity change, % (values are at about 110 or 230 µM). P00338; in the data active = activity change below about -30%; inconclusive = mostly about -25% to -30%;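 note: plate controls were DMSO wells for no effect and wells without enzyme for full effect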
#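 LDH5 2 nM; NADH 0.06 mM, pyruvate 0.2 mM; 200 mM Tris pH 7.4, EDTA, Tween-20; 5 min RT. Detection: diaphorase 0.133 mg/mL + resazurin 37 µM, fluorescence ex540/em590 at 0 and 20 min; normalized to enzyme-free and DMSO wells.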
# * marks the source's active call; other numbers are inactive results; ? = inconclusive; / = no result given; & = joins results of further samples; [ ] = remark or other dose. Unless noted, calls come from the whole dose curve; as a rule, active = well fitted curve in the direction sought with a large enough effect; inconclusive = small, poorly fitted or top-dose-only effect, or another doubt; inactive = no such curve, though single readings can be large; an effect the other way counts as inactive or inconclusive. The list is partial; count on the stated rates, not on these rows.
SMILES	GRP78 ERSR act	Pol kappa inh	BLM helicase inh	Pol beta inh	POLI inh	APE1 inh	POLH inh	Apoferritin bind	LDHA inh
COc1cc(C(=O)Nc2cccc3ncccc23)cc(OC)c1OC	-2%	-9%	-2%	-26%	11%	8%	-9%	0%	4
CCC(=O)Nc1ccc(S(=O)(=O)NCc2cccn2Cc2cccc(C)c2)cc1	-3%	-11%[60.1 µM]	-7%	25%	89µM*	/	-18%	34%[activator]	-6
O=C(Nc1ccccc1O)c1ccccc1O	15%	-12%	-1%	24%	2%	6%	0%	-10%	9
COc1ccc(/C=N/NC(=O)c2cccnc2)cc1CN1CCc2ccccc2C1	-2%	-3%	22%	?	78%[activator]	-2%	-21%	-3%	-3
Cc1ccc(S(=O)(=O)N2CCOCC2)cc1C(=O)Nc1ccccc1N1CCCC1	-5%	-1%	/	/	18%	6%	-17%	/	0
CN1CCN(C(CNS(=O)(=O)c2ccc([N+](=O)[O-])cc2)c2ccc(F)cc2)CC1 (stereo not given)	-2%	-3%	/	/	27%	17%	-8%	/	8
Cc1ccc(C2Nc3cccc4cccc(c34)N2)cc1	2%	-6%	-6%	20%	-3%	-2%	-6%	1%	0&8
Cc1ccc(NCc2nnc(SCC(=O)Nc3ccccc3)n2CC2CCCO2)c(C)c1 (stereo not given)	-2%	-1%	-11%	28%	-4%	15%	-8%	5%	2
Cc1cccn2cc(-c3ccc4c(c3)NC(=O)CO4)nc12	5%	-17%	-9%	11%	13%	16%	-11%	-6%	-1
CC(=O)NC(=S)Nc1ccccc1N1CCN(C(=O)c2ccccc2)CC1	-4%	-4%	-6%	0%	-2%	0%	-13%	-24%	-3
Cc1onc(-c2ccccc2Cl)c1C(=O)OCc1cnc(Cl)s1	0%	-16%	-3%	18%	-8%	-1%	-7%	-8%	1
COc1ccc([N+](=O)[O-])cc1NC(=O)c1ccc(Br)s1	-4%	-5%	-6%	2%	146%[activator]	0%	-4%	-19%	-11
O=C(NCc1ccco1)c1nc2c(nnn2Cc2cccc(Cl)c2)c(=O)[nH]1	-3%	-4%	-2%	19%	14%	15%	-5%	-10%	-3
CCCc1[nH]n(-c2ccc([N+](=O)[O-])cc2)c(=O)c1C=NCCc1ccc(OC)c(OC)c1	0%	1%	0%	10%	20%	8%	-12%	-5%	-1
CCC(=O)Nc1nnc(SCc2ccc(F)cc2)s1	4%	-5%	-1%	0%	15%	-1%	-17%	0%	-6
CN(C)CCNC(=O)c1cccc(S(=O)(=O)Nc2ccccc2F)c1	-3%	1%	3%	2%	6%	2%	3%	-11%	-1
O=C(OCC(=O)N(CCc1ccccc1)Cc1ccccc1)c1ccccc1O	-3%	-3%	/	/	9%	31%	-15%	/	1
O=C(Cc1n[nH]c(=O)c2ccccc12)NCc1ccccc1	0%	2%	2%	40%[activator]	-14%	7%	-15%	-3%	4&3
CCOC(=O)c1c(C)[nH]c(C)c1C(=O)CSc1nnc(-c2ccc(OC(F)F)cc2)o1	-9%	-28%	-25%	?	?	3%	-2%	?	-4
O=C1CC(c2ccc3c(c2)OCO3)C2=C(CCCC2=O)N1 (stereo not given)	-4%	-21%	1%	10%	-16%	1%	?	-7%	-1
CCN(c1cccc2ccccc12)S(=O)(=O)c1cccs1	3%	-10%	/	/	?	1%	-15%	/	-10
Cc1cc(S(=O)(=O)NCCCn2ccnc2)c(C)cc1Cl	-5%	-8%	6%	-2%	3%	4%	-14%	-12%	-8
O=C(c1cccc([N+](=O)[O-])c1)N1CCN(C/C=C/c2ccccc2)CC1	-2%	0%	0%	1%	53%[activator]	6%	-17%	-15%	-13
S=C(N/N=C/c1cccc2ccccc12)Nc1cccc(Cl)c1	5%	6%	-7%	0%	34%	?	-7%	-14%	-2

# Two entries drawn at random from the list so far:
SMILES	GRP78 ERSR act	Pol kappa inh	BLM helicase inh	Pol beta inh	POLI inh	APE1 inh	POLH inh	Apoferritin bind	LDHA inh
CCCc1[nH]n(-c2ccc([N+](=O)[O-])cc2)c(=O)c1C=NCCc1ccc(OC)c(OC)c1	0%	1%	0%	10%	20%	8%	-12%	-5%	-1
O=C(c1cccc([N+](=O)[O-])c1)N1CCN(C/C=C/c2ccccc2)CC1	-2%	0%	0%	1%	53%[activator]	6%	-17%	-15%	-13

# Records listed so far printed as active in POLI inh:
Structure,GRP78 ERSR act,Pol kappa inh,BLM helicase inh,POLI inh,POLH inh
CCC(=O)Nc1ccc(S(=O)(=O)NCc2cccn2Cc2cccc(C)c2)cc1,-3%,-11%[60.1 µM],-7%,89µM*,-18%

# Next section:
SMILES	GRP78 ERSR act	Pol kappa inh	BLM helicase inh	Pol beta inh	POLI inh	APE1 inh	POLH inh	Apoferritin bind	LDHA inh
C/C(=N\NC(=O)C1(C)CC1(Br)Br)c1cccc(NC(=O)C(C)(C)C)c1 (stereo not given)	-4%	-15%	6%	45%	11%	1%	-21%	-7%	-10
CCOc1ccccc1CN1CCNC(=O)C1CC(=O)N(C)CCc1cnn(C)c1 (stereo not given)	3%	7%	-1%	21%	34%[activator]	57%	-2%	-8%	-1
CCCOC(=O)c1c(NC(=O)/C=C/c2cnn(C)c2C)sc(C(=O)OCC)c1C	-5%	1%	0%	3%	20%	0%	-12%	6%	-8
CC(C)c1nc(SCC(=O)NC2CCCC2)c2ccccc2n1	-3%	-8%	-3%	22%	44%[activator]	26%	-7%	-1%	-8
COc1cccc(NC(=O)c2ccccc2-c2nc(-c3ccc(Cl)cc3)no2)c1	3%	-20%	-5%	-14%	0%	?	-17%	-21%	-5
CCCc1cc2c(=O)c(-c3ccc4c(c3)OCCO4)coc2cc1OC(=O)c1ccco1	10%	9%	-8%	13%	10%	0%	-12%	-8%	2
CCc1ccccc1NC(=O)CSc1nnc([C@@H](NC(=O)OC(C)(C)C)C(C)C)o1	2%	2%	-5%	0%	0%	5%	-12%	-13%	-4
C=C(C)Cn1c(SCC(=O)N/N=C/c2ccccc2)nc2ccccc2c1=O	-4%	-10%	0%	0%	6%	-4%	-9%	-2%	-9
CC(C)OC(=S)N/C(=N\S(=O)(=O)c1ccccc1)c1ccccc1	-7%	-16%	-1%	-6%	10%	-3%	-13%	1%	-5
CCC(CO)NCc1ccccc1OC(C)C (stereo not given)	3%	-4%	-1%	51%	33%[activator]	14%	-12%	-2%	-1
COc1cccc(C2c3c(oc4cc(C)c(C)cc4c3=O)C(=O)N2CCCN(C)C)c1 (stereo not given)	-3%	14%	0%	-1%	20%	-3%	-22%	?	1
CC(C)(C)CC(C)(C)c1ccc(OCC(=O)N/N=C/c2ccc(S(=O)(=O)O)o2)cc1	-4%	-5%	0%	?	152%[activator]	-5%	-17%	?	-2
CCc1ccc(NC(=O)C(=O)NCC(c2cccnc2)N2CCN(C)CC2)cc1 (stereo not given)	-3%	-9%	-18%	-1%	?	/	-9%	60%[activator]	-5
FC(F)(F)c1cccc(Nc2nc(N3CCCC3)nc(N3CCCC3)n2)c1	-5%	4%	-3%	0%	78%[activator]	1%	?	-5%	-4
Cc1ccccc1N=C1c2cc([N+](=O)[O-])ccc2-c2ncccc21	3%	-16%	-8%	-2%	5%	0%	-13%	-9%	13
COc1ccccc1-c1nn2c(=O)cc(CN3CCN(C(=O)/C=C/c4ccccc4)CC3)nc2s1	1%	-12%[60.1 µM]	-23%	?	?	/	?	-17%	0
O=C(OCn1nnc2ccccc2c1=O)c1cccnc1Cl	-3%	6%	-2%	2%	27%	1%	-15%	-17%	-5
Cc1ccc(CNC(=O)C2CC2c2ccccc2)cc1 (stereo not given)	-3%	-14%	-2%	-28%	27%	-3%	-5%	-12%	-7
COc1cc(NC(=O)c2ccco2)c(OC)cc1NC(=O)CCC(=O)Nc1cc(C)cc(C)c1	-2%	-10%	-9%	-24%	3%	-6%	-14%	4%	1
COC(=O)c1ccc2c(c1)NC(=O)C(N(CC(C)C)CC(C)C)S2 (stereo not given)	-1%	8%	-2%	0%	4%	?	-19%	7%	-4
Cc1cccc(N2CCN(S(=O)(=O)c3ccc4c(c3)OCCO4)CC2)c1C	-2%	-2%	-7%	-1%	27%	67%[activator]	-21%	23%	5
Cc1onc(-c2ccccc2Cl)c1C(=O)Nc1nn[nH]n1	-4%	-7%	-5%	1%	-4%	1%	-12%	-7%	-3
Cc1cc(-c2csc(N)n2)c(C)n1-c1ccccc1	-4%	?	-7%	7%	?	12%	-10%	-9%	2
COc1ccc(CCNC(=O)CCN2C(=O)c3cccc4cccc(c34)C2=O)cc1OC	-2%	10%[60.1 µM]	3%	11%	-16%	1%	-6%	-4%	4
CCn1c(SCc2cc(=O)[nH]c3ccccc23)nc2c1c(=O)n(C)c(=O)n2C	-3%	-10%	/	/	-7%	/	-2%	/	-3
CCN(CC(=O)Nc1ccccc1C(F)(F)F)C(=O)CCc1nc2ccccc2c(=O)[nH]1	-4%	-16%	-21%	12%	6%	8%	2%	-5%	-3
COc1ccccc1CNC(=O)c1ccc2c(c1)N(Cc1ccc(C)cc1)CCS2	-3%	-11%	-7%	0%	33%[activator]	/	-19%	352%[activator]	4
COc1ccc(NC(=O)CSc2nnc(Cc3ccccc3)c(=O)n2N)c(OC)c1	-5%	-15%	/	/	7%	-5%	-10%	/	0
CCCCCCc1nc(C(N)=O)c2[nH]c(=O)n(-c3ccccc3F)c2n1	-2%	-20%	-1%	1%	-1%	1%	-9%	-8%	0
COc1ccc(CNC(=O)c2cc3c(s2)-c2c(C)cccc2OC3)cc1	-5%	-27%	-7%	14µM*	?	/	-13%	322%[activator]	-11
COc1ccc(NC(=O)COc2ccc(C(=O)NC3CCCc4ccccc43)cc2OC)cc1 (stereo not given)	3%	0%	0%	11%	47%[activator]	0%	-13%	6%	3
O=C(OCC(=O)N1CCc2ccccc21)c1cc(S(=O)(=O)N2CCOCC2)ccc1F	8%	-7%	/	/	8%	13%	-7%	/	-2
